# Assay outcomes from PubChem.
# CaV13 FRET inh = Disruptors of the CACNA1D IQ motif to Ca2+-dependent inactivation inhibitor domain association, primary screening, Förster resonance energy transfer in intact living …; 340,000 compounds, 0.098% hits; HEK cells, CFP/YFP FRET ICDI-IQ, plate reader, 10 min; percent FRET-ratio fall versus neutral wells; inhibition, % at 12.3 µM;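 active = mean replicate inhibition of at least 30% and at least 1% of replicates passing that level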;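 also: 0% = median of the neutral control wells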
# NR2E3 ag = NR2E3 (human) agonism. inhibition of corepressor binding, % at 4.78 µM. Q9Y5X4. GST-NR2E3/biotin-RetCOR TR-FRET, 1536-well. AID 2300. 320,000 compounds, 0.12% hits;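 active = percent inhibition above the cutoff of mean plus 3 SD of all tested compounds, set per screening campaign, cut at about 20% in these data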;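 also: 0% = DMSO wells and 100% = biotin wells as full block of FRET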
# Target sequence (Q9Y5X4 whole entry, looked up): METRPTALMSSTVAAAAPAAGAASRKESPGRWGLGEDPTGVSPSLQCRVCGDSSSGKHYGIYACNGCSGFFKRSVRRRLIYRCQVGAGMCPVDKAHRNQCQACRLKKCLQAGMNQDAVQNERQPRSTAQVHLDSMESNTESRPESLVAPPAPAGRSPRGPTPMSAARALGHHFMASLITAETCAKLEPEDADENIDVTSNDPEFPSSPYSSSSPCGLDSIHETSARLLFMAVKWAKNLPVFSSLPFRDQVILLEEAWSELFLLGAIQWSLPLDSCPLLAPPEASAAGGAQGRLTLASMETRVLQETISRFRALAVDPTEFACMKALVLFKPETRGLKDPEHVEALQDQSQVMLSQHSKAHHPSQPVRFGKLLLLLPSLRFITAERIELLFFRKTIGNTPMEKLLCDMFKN
#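 System: GST-NR2E3 and biotin-RetCOR proteins; probe or stimulus: 7 nM biotin-RetCOR; doses: compound at 4.8 µM, single dose; schedule: Compound–protein incubation for 5 h at 4 °C; detection: time-resolved FRET; read-out: percent inhibition; controls: biotin wells as high control, 0.6% DMSO wells as low control; format: 1536-well plates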
# Active calls of the source: *.
# Each structure is followed by: CaV13 FRET inh, NR2E3 ag
> O=C1CN(C(=O)COc2cccc(F)c2)c2ccccc2N1
    -5, 0
> Cc1ccc(-n2c(-c3cccs3)nc3nc4ccccc4nc32)cc1
    -15, -3
> COCCCn1c(C)cc(C(=O)COC(=O)CCc2nc3ccccc3c(=O)[nH]2)c1C
    -4, 2
> COc1ccc(NC(=S)N(CCN2CCOCC2)Cc2cc3cc4c(cc3[nH]c2=O)OCO4)cc1
    -13, -1
> COc1cccc(N(C(=O)C2COc3ccccc3O2)C(C(=O)NC2CCCCC2)c2ccc(O)cc2)c1 (centres undefined)
    -2, 2
> O=C1c2ccccc2S(=O)(=O)c2cc(N3CCN(C(=O)c4ccccc4)CC3)ccc21
    -6, 2
> CCC/C=C(\CCC)C(NS(=O)(=O)c1cccc2cccnc12)c1ccc(C(=O)OC)cc1 (centres undefined)
    -10, 2
> O=C(Cc1ccccc1)NC(=S)Nc1ccc2oc(-c3ccccc3)nc2c1
    -2, -1
> CC/C(=N\NS(C)(=O)=O)c1ccccc1
    -4, 3
> CCc1ccc(-c2nc(CN3CCC(C(=O)NCc4ccco4)CC3)c(C)o2)cc1
    -5, 3

# Reformatted: entries from further up.
canonical_smiles | CaV13 FRET inh | NR2E3 ag
COc1cccc(N(C(=O)C2COc3ccccc3O2)C(C(=O)NC2CCCCC2)c2ccc(O)cc2)c1 (centres undefined) | -2 | 2
O=C1c2ccccc2S(=O)(=O)c2cc(N3CCN(C(=O)c4ccccc4)CC3)ccc21 | -6 | 2
CCC/C=C(\CCC)C(NS(=O)(=O)c1cccc2cccnc12)c1ccc(C(=O)OC)cc1 (centres undefined) | -10 | 2
O=C(Cc1ccccc1)NC(=S)Nc1ccc2oc(-c3ccccc3)nc2c1 | -2 | -1
CC/C(=N\NS(C)(=O)=O)c1ccccc1 | -4 | 3
CCc1ccc(-c2nc(CN3CCC(C(=O)NCc4ccco4)CC3)c(C)o2)cc1 | -5 | 3

# The listing continues.
# Each structure is followed by: CaV13 FRET inh, NR2E3 ag
> CCOc1ccc2nc(NC(=O)CN3CCN(c4ccccn4)CC3)sc2c1
    -4, 2
> COc1cc(CN2CCN(c3cc(C)ccc3C)CC2)cc([N+](=O)[O-])c1O
    -8, 2
> Cc1sc2nc(C3CC3)nc(SCC(=O)N3CCCc4ccccc43)c2c1C
    -2, 2
> CCOc1ccc(S(=O)(=O)Nc2ccc3c(c2)c2c(n3S(=O)(=O)c3ccc(OCC)cc3)CCCC2=O)cc1
    -4, 1
> CS(=O)(=O)Nc1ccccc1C(=O)N1CCN(c2ccccc2)CC1
    -5, 1
> C#CCOCCOCCOCCNc1nc(N2CCN(C(=O)[C@H]([C@@H](C)CC)n3cc([C@@H](N)CC(C)C)nn3)CC2)nc(N2CCN(C(=O)[C@H](Cc3ccc(O)cc3)n3cc([C@@H](N)CC(C)C)nn3)CC2)n1
    -11, -1
> CCCCCCCc1c(C#N)c(N)[nH]c(=S)c1C#N
    -2, 1
> CCOC(=O)CCc1c(C)c2ccc(OCC)c(C)c2oc1=O
    -8, 0
> C=CCNc1ccc(N2C(=O)C3CCC(C)CC3C2=O)cc1[N+](=O)[O-] (centres undefined)
    -2, 1
> C/C(=N/NC(=O)C(=O)N/N=C(/C)c1ccccc1)c1ccccc1
    -3, 3

# Rewritten with bars between the fields: entries from further up
molecule | CaV13 FRET inh | NR2E3 ag
C#CCOCCOCCOCCNc1nc(N2CCN(C(=O)[C@H]([C@@H](C)CC)n3cc([C@@H](N)CC(C)C)nn3)CC2)nc(N2CCN(C(=O)[C@H](Cc3ccc(O)cc3)n3cc([C@@H](N)CC(C)C)nn3)CC2)n1 | -11 | -1
O=C1c2ccccc2S(=O)(=O)c2cc(N3CCN(C(=O)c4ccccc4)CC3)ccc21 | -6 | 2
CCOC(=O)CCc1c(C)c2ccc(OCC)c(C)c2oc1=O | -8 | 0
COc1cc(CN2CCN(c3cc(C)ccc3C)CC2)cc([N+](=O)[O-])c1O | -8 | 2
CCCCCCCc1c(C#N)c(N)[nH]c(=S)c1C#N | -2 | 1
CCc1ccc(-c2nc(CN3CCC(C(=O)NCc4ccco4)CC3)c(C)o2)cc1 | -5 | 3

# Remaining list, next part.
# Each structure is followed by: CaV13 FRET inh, NR2E3 ag
> CCOc1ccc(C(C)=O)cc1Cc1c(O)nc(N)[nH]c1=O
    -2, 2
> O=C(O)c1cc(Cl)c(Cl)cc1C(=O)Nc1cccnc1
    -5, 3
> Cc1ccc(C)c(NC(=O)Cn2c(=O)n(-c3ccc(CC(=O)NCC4CCCO4)cc3)c(=O)c3ccccc32)c1 (centres undefined)
    -3, 2
> COC(=O)[C@@]1(Cc2ccccc2)[C@H]2c3cc(C(=O)N4CCCC4)n(Cc4ccsc4Br)c3C[C@H]2CN1C(=O)c1ccccc1
    -5, -3
> CCCCNc1nc2ccccc2n1CC(=O)Nc1ccc2c(c1)OCCO2
    -4, 0
> Cn1c(=O)c2c(nc(/C=C/c3cccc(Cl)c3)n2C)n(C)c1=O
    -6, -1
> Cc1cccc(-c2noc(CCC(=O)NC3CCCC3)n2)c1
    -3, 1
> Cc1ccc(S(=O)(=O)N2CCCCC2)cc1NC(=O)c1ccc2c(=O)n3c(nc2c1)CCCCC3
    -5, 4
> O=C(Nc1ccc(S(=O)(=O)N2CCOCC2)cc1)c1ccc(=O)[nH]c1
    -16, -3
> Cc1cc(Cl)ccc1OCc1nc(-c2ccncc2)no1
    -5, 3
> O=C(COC(=O)CC(c1ccccc1)c1ccccc1)Nc1c(F)cccc1F
    -4, -1
> CCn1c(C)nc2cc(C(=O)NNC(=S)Nc3ccccc3OC)ccc21
    -2, 2
> COC(=NC(C)C)NC(C)C
    -19, 2
> CCOc1ccc2ncc(S(=O)(=O)c3ccccc3)c(N3CCC4(CC3)OCCO4)c2c1
    -4, 1
> Cc1ccc(C(=O)C2=C(O)C(=O)N(Cc3cccnc3)C2c2cccc(Oc3ccccc3)c2)o1 (centres undefined)
    -6, 52*
> COc1ccc(-c2nnc(SCC(=O)c3ccc4c(c3)OCCO4)o2)cc1
    -5, 2
> Cc1[nH]nc(N)c1N=Nc1ccc(Br)cc1
    -19, 3
> Cc1ccc(/C=C/C(=O)NCc2ccco2)o1
    -3, 3
> Clc1cccc(Cl)c1CNc1ccc(N2CCCC2)cc1
    -19, -6
> CCC[C@@H]1C[C@@]1(CCC)[C@@H](NP(=O)(c1ccccc1)c1ccccc1)c1ccc(C(=O)OC)cc1
    -9, 5
> CCn1cc(C(=O)NCCc2ccc(C)cc2)c(=O)c2cc(S(=O)(=O)N(C)C)ccc21
    -4, -4
> Cc1ncc(/C=C2\C(=O)Nc3ccccc32)[nH]1
    -4, -10
> O=C(NCCCn1ccnc1)c1cc2c(ccc3ccccc32)o1
    9, 2
> CC(=O)N1N=C(c2ccccc2OC(=O)/C=C/c2ccccc2)CC1c1ccccc1 (centres undefined)
    -5, 1
> O=C(OCc1nc2ccccc2s1)c1cc2ccccc2oc1=O
    -6, -1
> CCNC(=S)N/N=C/c1ccc(F)cc1
    9, 2
> CCOC(=O)c1ccccc1NC(=O)c1c(N)n(C)c(=O)[nH]c1=O
    -11, -3
> O=C(c1ccco1)N1CCN(CC(=O)N2CCCc3c2c(=O)oc2ccc(O)cc32)CC1
    -4, 0
> Oc1ccc2ccccc2c1C=Nc1ccc(N2CCOCC2)cc1
    -5, 1
> COc1ccc(-c2oc3ccc(-c4cc(OC)c(OC)c(OC)c4)cc3c2-c2ccc(OC)cc2)cc1
    2, -4
> CC(=O)Nc1ccccc1C(=O)C(=O)Nc1cccc(C(=O)NCc2ccc(C)cc2)c1
    -2, -1
> NC(=S)Nc1nc2ccccc2[nH]c1=O
    -8, 0
> NC(=O)c1ccsc1NC(=O)COC(=O)C1CCCN1C(=O)c1cccs1 (centres undefined)
    0, 2
> NC(=O)[C@@H]1CCCNc2c(I)cc([N+](=O)[O-])cc2C(=O)N[C@@H](CO)C(=O)NCC(=O)N1
    -12, 2
> COc1ccc(N(CC(=O)N/N=C(\C)c2cccs2)S(=O)(=O)c2ccccc2)cc1Cl
    -4, 1
> CCOc1ccc(C(=O)Oc2ccc(NC(C)=O)cc2)cc1
    -1, 5
> CN(C)/C=C1/C(=O)N(c2ccc([N+](=O)[O-])cc2)N=C1c1ccccc1
    -17, -3
> CCNc1ccccc1CP(=O)(c1ccccc1)c1ccccc1O (centres undefined)
    -4, -3
> COc1cc(C(=O)N2CCCN(c3nc4cc(C)ccc4cc3C#N)CC2)cc(OC)c1OC
    -8, -1
> CC1=NN(C(N)=S)C(=O)C1N=Nc1ccc(C)cc1C (centres undefined)
    -5, -5
> COC(=O)[C@@]1(Cc2ccc(F)cc2)[C@H]2c3cc(C(=O)N(C)C)n(Cc4ccc(OC)c(OC)c4)c3C[C@H]2CN1C(=O)c1ccccc1
    -4, -2
> CC1(C)C(=O)OC(c2cccn2-c2cccc([N+](=O)[O-])c2)C2(CCCCC2)C1=O (centres undefined)
    -19, 3
> O=C(NCC1CCCO1)C(c1ccc(F)cc1)N(CCCN1CCOCC1)C(=O)c1ccc(-c2ccccc2)[nH]1 (centres undefined)
    -5, 1
> COC(=O)c1ccc(CSc2nc3sc(C(=O)O)c(C)c3c(=O)[nH]2)cc1
    -4, 2
> Cc1ccc(C2NC(C(=O)O)CS2)cc1 (centres undefined)
    -5, 4
> CN(CC(=O)N1CCc2[nH]c3ccc(F)cc3c2C1)CC1OCCO1
    -4, -1
> O=C(Cn1c(O)c(N=NC(=O)c2ccncc2)c2ccccc21)Nc1ccccc1
    -4, 2
> CC(=O)NCc1ccc(S(=O)(=O)NC2CCN(Cc3ccccc3)CC2)cc1
    -4, -2
> N#CCN1CCC(c2cc(-c3ccco3)n[nH]2)CC1
    -5, 3
> Cc1ccnc(NS(=O)(=O)c2ccc3c(c2)CCO3)c1
    -13, 4

# More entries follow:
# Each structure is followed by: CaV13 FRET inh, NR2E3 ag
> O=C(NNC(=O)c1ccccc1C(=O)O)c1ccc(-c2ccccc2)cc1
    -1, -3
> Cc1ccc(-c2csc3nc(=O)c(C)nn23)cc1
    -8, 4
> CCc1ccc(/C=C2\SC(=S)N(CCC(=O)NC3=NCCS3)C2=O)cc1
    -5, 3
> Cc1cccc(NC(=O)C(=O)NCCCc2ccccc2)c1
    -20, 4
> N#Cc1nccnc1S(=O)(=O)c1cccs1
    -3, 0
> O=C(O)CC(NC(=O)Cc1ccc(Cl)cc1)c1ccco1 (centres undefined)
    -7, 0
> CC(C)c1nnc(NC(=O)c2nc(S(=O)(=O)Cc3ccccc3F)ncc2Cl)s1
    -14, -1
> Cc1sc(CO)c(Sc2ccccc2)c1C(=O)O
    -7, 0
> Cc1ccc(C(=O)Nc2cccc(C(=O)O)c2)cc1
    -8, 3
> C#CCOCCOCCOCCNc1nc(N2CCN(C(=O)[C@H](Cc3ccc(O)cc3)n3cc([C@@H](N)C(C)CC)nn3)CC2)nc(N2CCN(C(=O)[C@H](Cc3cc4ccccc4[nH]3)n3cc([C@@H](N)CC(C)C)nn3)CC2)n1 (some centres undefined)
    -9, 7
> CN=C1S/C(=C\c2cccc(Cl)c2Cl)C(=O)N1C
    -20, 4
> COc1ccc(/C=N/NC(=O)c2cccnc2)cc1Cn1nc([N+](=O)[O-])c(Br)c1C
    10, -5
> CCOC(=O)C1=C(C)N(CCCC(=O)O)C(=O)NC1c1ccccc1OC(=O)c1cccs1 (centres undefined)
    -11, 8
> Cc1ccc(Cc2cnc(NC(=O)C3=NCCN3)s2)cc1
    -6, 3
> CC1CCCC(NC(=O)c2cn(C)c3ccc(S(=O)(=O)N4CCCC4)cc3c2=O)C1C (centres undefined)
    -7, 1
> Oc1c(C=Nc2cccc3nsnc23)ccc2ccccc12
    -4, 1
> CC1CCN(C(=O)c2ccc3c(c2)NC(=O)CN3)CC1
    -5, 7
> COc1cccc(CNC(=O)CCCCCn2c(=S)[nH]c3ccc(N4CCOCC4)cc3c2=O)c1
    -5, 3
> Cc1nn2c3cc(N4CCOCC4)ccc3nc2c2ccccc12
    -10, 1
> O=C(NC1CCCCC1)OCCN1CCN(Cc2ccccc2)CCC1=O
    -9, 1
> FC(F)(F)c1ccc(CN2C[C@@H]3C(c4ccc(Cl)nc4)C4(c5cccnc5)CC3(C4)[C@H]2c2ccccc2)cc1 (some centres undefined)
    -12, 3
> Cc1ccc(-n2c(C)c([N+](=O)[O-])c3ccc(O)cc32)cc1
    -2, -1
> COc1ccc(/C=N\NC(=O)c2cccc([N+](=O)[O-])c2)cc1Cn1cc([N+](=O)[O-])cn1
    -4, 3
> Clc1ccc2[nH]c3c(NCC4CCCO4)ncnc3c2c1 (centres undefined)
    -6, -2
> CCOC(=O)C(C)c1c(C(=O)c2ccc(C)nc2)c2ccccc2n1C (centres undefined)
    -17, 1
> N#Cc1ccc(COC(=O)c2ccccn2)cc1
    -18, 4
> O=[N+]([O-])c1cccc(NC(=S)Nc2nc(-c3ccc(Cl)cc3Cl)cs2)c1
    -5, -1
> COC(=O)c1ccc(/C=N/NC(=O)CCSc2nc3ccccc3s2)cc1
    -4, 6
> COC(=O)c1cccc(C23CC4(C2)[C@H](CN(Cc2ccc(-c5ccccc5)cc2)[C@@H]4c2ccccc2)C3c2ccc(C(F)(F)F)cc2)c1 (some centres undefined)
    -6, 0
> O=C(CSc1ccc(-c2cccnc2)nn1)N1CCCc2ccccc21
    -4, 4
> Cc1nn(CC(=O)NCc2ccc(OC(C)C)cc2)c(=O)c2cc3occc3n12
    -8, 1
> CCOC(=O)Nc1ccc2c(CN3C(=O)NC(CC)(CC)C3=O)cc(=O)oc2c1
    -4, -1
> CCCCOc1ncnc2c1[nH]c1ccc(OC)cc12
    -5, 2

# These rows are one share of the data. The share of hits here may be higher or lower than overall.
